HCV inhibitor: HCV inhibition. Huh7.5.1 HCVcc-Cre infection, luciferase reporter, 44 h. Potency, µM (series often up to 41.8 µM), inactives show top-dose activity change, negative = inhibition, actives largely listed as inhibitors. 340,000 tested, 3.4% active; also: potency is read from the fitted curve at half-maximal effect
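Antiviral activity was scored by luciferase reporter output from cells infected with HCVcc-Cre (~0.5 moi) in presence of compound, 44 h infection period, cells seeded 1,000/well 4 h prior.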
AMA1-RON2 inh: inhibitors of Plasmodium falciparum AMA1-RON2 interaction. AlphaScreen AMA1-biotinylated RON2 peptide binding. Potency, µM (highest dose often 58.2 µM), for inactives: at the highest dose activity change, negative = inhibition, usual class: inhibitors. 360,000 tested, 0.2% active. AID 720542;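 also: potency is read from the fitted curve at half-maximal effect; 0% = vehicle wells and -100% = peptide control; nearly all actives have a fitted effect of over 45% in size; some results filed as inactive show a strong effect at the top dose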
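AMA1 (3D7) with his tag at 25 nM final met compounds first, then biotinylated RON2 peptide at 25 nM; detection used donor plus acceptor beads, 10 µg/mL apiece, read by AlphaScreen after 30 min at room temperature.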
Sm TGR inh: blocks Schistosoma mansoni thioredoxin glutathione reductase | Q962Y6 | purified TGR, DTNB reduction, TNB absorbance 405 nm | Potency, µM (series often up to 114 µM), without a hit: at the highest dose activity change, negative = inhibition, most hits filed as inhibitors | 360,000 tested, 3% active | AID 485364; also: potency is read from the fitted curve at half-maximal effect; nearly all actives have a fitted effect of over 60% in size
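TGR 20 nM + NADPH 100 uM (dispensed conc.), cpd preinc 15 min RT; start with NADPH (500 uM addition) then DTNB (15 mM addition). Kinetic TNB absorbance, 405 nm filter. Four-parameter Hill fit across titration.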
AmpC detergent: AmpC beta-lactamase inhibition with detergent present; P00811; AmpC hydrolysis of nitrocefin, absorbance 480 nm, 0.01% Triton; Potency, µM (titrated, usually from 114 µM), inactives show at the top dose activity change, negative = inhibition, actives largely listed as inhibitors; 370,000 tested, 0.041% active; AID 485294;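 also: potency is read from the fitted curve at half-maximal effect; 0% = no-compound wells and -100% = no-enzyme wells; nearly all actives have a fitted effect of over 25% in size; some results filed as inactive show a strong effect at the top dose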
Target sequence (P00811 whole entry, looked up): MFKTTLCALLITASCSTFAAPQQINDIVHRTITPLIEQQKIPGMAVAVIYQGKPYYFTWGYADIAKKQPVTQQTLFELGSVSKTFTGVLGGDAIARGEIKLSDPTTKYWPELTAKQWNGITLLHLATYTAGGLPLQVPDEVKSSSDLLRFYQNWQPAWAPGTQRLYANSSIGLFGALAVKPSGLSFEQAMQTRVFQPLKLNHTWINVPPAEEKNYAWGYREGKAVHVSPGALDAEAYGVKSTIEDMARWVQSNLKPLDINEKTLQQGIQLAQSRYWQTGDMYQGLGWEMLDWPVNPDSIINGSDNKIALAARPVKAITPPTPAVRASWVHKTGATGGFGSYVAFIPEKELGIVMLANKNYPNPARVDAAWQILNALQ
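20 mM phosphate pH 7.0 + 0.01% (detergent screen) or 0.0001% Triton X-100; 5.3 nM AmpC reagent; cpd preinc 15 min RT; nitrocefin (800 uM stock) to start; A480 q20 s × 4 min; Activity was normalised to no-enzyme and no-compound control wells.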
FBPA Giardia inh: blocks Giardia fructose-bisphosphate aldolase activity | A8B2U2 | purified Giardia FBPA | Potency, µM (highest dose often 59.6 µM), for inactives: at the top dose activity, negative = inhibition, hits mostly inhibitors | 290,000 tested, 0.71% active | AID 2451; also: potency is read from the fitted curve at half-maximal effect; nearly all actives have a fitted effect of over 55% in size
Target sequence (A8B2U2 whole entry, looked up): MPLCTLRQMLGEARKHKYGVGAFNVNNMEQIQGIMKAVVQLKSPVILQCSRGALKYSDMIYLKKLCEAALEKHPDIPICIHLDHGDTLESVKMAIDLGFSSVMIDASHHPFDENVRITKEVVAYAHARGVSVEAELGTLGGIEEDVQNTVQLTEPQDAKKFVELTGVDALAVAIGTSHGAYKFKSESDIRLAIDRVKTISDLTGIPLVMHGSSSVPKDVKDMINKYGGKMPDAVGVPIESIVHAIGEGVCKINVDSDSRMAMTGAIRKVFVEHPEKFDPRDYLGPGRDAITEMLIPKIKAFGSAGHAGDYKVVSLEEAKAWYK
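40 nM FBPA preincubated 10 min at RT with compound (up to 57.5 uM final), then substrate plus GAPDH/TPI/NAD/arsenate coupling and diaphorase/resazurin added. Fluorescence read after 20 min at RT, 525/598 nm.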
HCMV inh: human cytomegalovirus inhibition; 410,000 tested, 4.5% active; HFF cells, HCMV-luciferase reporter, 72 h; stronger effect = lower value; activity change, negative = inhibition, % at 57.5 µM; AID 1259415; in the data active = activity change below about -60%; inconclusive = no clear call, values can overlap the other calls; inactive = above about -39%
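Human foreskin fibroblasts infected with luciferase-reporter HCMV at MOI 1 PFU/cell, compounds at two doses. Luciferase measured 72 h post infection; normalized to buffer-only basal and Salinomycin (10uM) controls.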
* hit, by the source's call; u = inconclusive; x = no result given; & = joins results of further samples; [ ] = dose if it differs, or a comment. Unless noted, calls follow the shape of the dose curve; as a rule, active = well fitted curve in the direction sought with a large enough effect; inconclusive = small, poorly fitted or top-dose-only effect, or another doubt; inactive = no such curve, though single readings can be large; an effect the other way counts as inactive or inconclusive. Unless noted, % is scaled to controls: 0 for no effect and ±100 for the full control effect.

no.	SMILES	HCV inhibitor	AMA1-RON2 inh	Sm TGR inh	AmpC detergent	FBPA Giardia inh	HCMV inh
1	O=C(COC(=O)/C=C/c1ccccc1)NNC(=O)c1ccc([N+](=O)[O-])cc1	-9%[8.37 µM]	64%[activator]	3%	u	x	33
2	CN(CCc1ccccn1)C(=O)CCC1CCCN(C(=O)c2ccccn2)C1 (centres undefined)	17%	8%	-8%	5%	-1%	20
3	Cc1nnc(N2CCC(C(=O)NCCc3ccccc3Cl)CC2)c2nn(-c3ccccc3)c(C)c12	x	x	0%	10%	x	-91*
4	COc1ccc(Br)cc1CNC(=O)CCCn1c(=O)c2cccn2c2cccnc21	x	x	-7%	10%	x	-17
5	Cn1c(=O)c2c(nc(CN3CCN(Cc4ccccc4)CC3)n2Cc2cccc(Cl)c2)n(C)c1=O	u	-6%	-1%	2%	7%	11
6	O=C(Nc1ccccc1Cl)N1CCN(C/C=C/c2ccccc2)CC1	8%	-8%	3%	-12%	2%	-28
7	O=C(Nc1cccc(NC(=O)c2cccs2)c1)c1ccc2c(c1)OCO2	u	7%	7%	u	-8%	-18
8	COCCn1c(C)cc(C(=O)COC(=O)c2ccc(N3CCCC3=O)cc2)c1C	2%	0%	-4%	3%	-4%	-34
9	CC1CN(C(=S)SCC(=O)c2ccccc2)CC(C)O1 (centres undefined)	11%	-1%	7%	1%	-2%	-2
10	COc1ccc(-c2csc3ncnc(N4CCN(S(=O)(=O)c5ccccc5C#N)CC4)c23)cc1	u	-3%	-9%	-14%	x	2
11	O=C(O)c1ccc(OS(=O)(=O)c2ccc(Cl)s2)c(Cl)c1	-1%	-8%	1%	-2%	x	0
12	CCC1CCCCN1C(=O)N[C@@H](Cc1ccccc1)C(=O)O (some centres undefined)	3%	16%	u	-8%	1%	19
13	O=C(CS(=O)(=O)Cc1ccccc1)NCC1CCCO1 (centres undefined)	6%	-5%	0%	-10%	-9%	31
14	Cc1cccn2c(=S)[nH]nc12	-23%	45%[activator]	x	x	x	-16
15	CCCCOc1ccc(/C=C(\C(=O)O)c2ccc(S(=O)(=O)N3CCCC3)s2)cc1	6%	-8%	x	x	x	6
16	CN1C(=O)C(=Cc2cccnc2)C(=O)N(C)C1=O	20%	8%	-17%	-1%	-9%	35
17	COc1ccc(C2=NO[C@@H]3[C@@H]4C[C@@H]([C@H]5C(=O)N(c6ccc7c(c6)OCO7)C(=O)[C@@H]45)[C@H]23)cc1OC	9%	0%	-24%	-6%	-13%	31
18	Cc1ccc(C)c(CN2C(=O)c3ccccc3S(=O)c3ccc(C(=O)N4CCCCC4)cc32)c1 (centres undefined)	x	x	3%	20%	x	1
19	Cc1ccc(S(=O)(=O)N2CCN(C(=O)CSc3nccn3C)CC2)cc1	u	-8%	2%	7%	-3%	-29
20	CCN(CC(=O)Nc1c(F)cccc1F)C(=O)c1cccc(S(=O)(=O)N2CCCc3ccccc32)c1	u	6%	x	x	x	u
21	Cc1cc(C)cc(NC(=O)CN2CCc3ccccc3C2)c1	u	-12%	9%	-9%	u	85
22	CCOC(=O)c1cccc2c(=O)c(C(=O)c3ccc(Cl)cc3)c(C(=O)OC)[nH]c12	-6%	6%	-11%	-10%	6%	-19
23	COC(=O)Cc1ccc(NC(=S)N2CCN(C)CC2)cc1	23%	1%	x	6%	2%	-11
24	CCc1ccc(NC(=O)CCCc2nnc3n(C(C)CC)c(=O)c4sccc4n23)cc1 (centres undefined)	x	x	-3%	-8%	x	u
25	COc1ccc(/C=C/C(=O)c2ccc3c4c(cccc24)CC3)cc1	u	u	5%	-13%	-4%	7
26	O=C(Cn1c(-c2cccs2)cc2ccccc21)N1CCN(c2ccc(F)cc2)CC1	x	x	5%	15%	x	9
27	Cc1ccccc1CNC(=O)CCC(=O)N1CCSc2ccccc21	x	x	-1%	0%	x	-2
28	Oc1ccc(Nc2nc3ccccc3n3cnnc23)cc1	x	x	u	14%	x	-12
29	O=C(CSc1nc2ccccc2[nH]1)N/N=C/C=C\c1ccccc1[N+](=O)[O-]	-19%	8%	1%	-2%	1%	-24
30	COc1ccc(-c2nnn(Cc3ccccc3)n2)cc1OC	-27%	10%	-3%	u	0%	20
31	O=C(NCc1ccccn1)c1cn(CCc2ccccc2)nn1	7%	80%[activator]	2%	-6%	5%	4
32	Cc1ccc(N2CC(C(=O)Nc3c(C)n(C)n(-c4ccccc4)c3=O)CC2=O)cc1 (centres undefined)	6%	-17%	-10%	u	15%	-27
33	Fc1ccc(CNCc2ccco2)cc1	19%	-23%	u	1%	u	20
34	N/C(=N\OC(=O)CCC1CCCCC1)c1cccnc1	9%	0%	-15%	3%	10%	-18
35	Cn1c(=O)cc(SCC(=O)N2CCCC2)c2ccc(Cl)cc21	u	-4%	7%	1%	0%	40
36	O=C(NC(=S)Nc1ccccc1[N+](=O)[O-])c1ccco1	-15%	5%	50µM*	u	16µM*	-27
37	O=c1c2cc3c(=O)n(CC4CCCO4)c(=O)c3cc2c(=O)n1CC1CCCO1 (centres undefined)	16%	-11%	3%	u	1%	14
38	CC(=O)c1cccc(NC(=O)C2(c3ccccc3)CC2(Cl)Cl)c1 (centres undefined)	9%	-12%	17%	3%	-1%	u
39	C=CCn1cc(C(=O)NCCOC)c(=O)c2cc(S(=O)(=O)N3CCCCCC3)ccc21	-8%	-3%	-13%	4%	-3%	-30
40	Cc1ccc(-n2c(C)cc(/C=N/NC(=O)Cn3c4ccccc4c(=O)c4ccccc43)c2C)cc1	-11%	37%[activator]	-21%	-1%	-29%	-24
41	Cc1ccc2cc(CN(CC3CCCO3)S(=O)(=O)c3c(C)ccc4nsnc34)c(=O)[nH]c2c1 (centres undefined)	-19%	3%	0%	-16%	-6%	28
42	Oc1cc2ccccc2cc1-c1n[nH]c(=S)o1	17%	50%[activator]	-6%	-13%	2%	125
43	Cc1c(NC(=O)Cn2cc([N+](=O)[O-])cn2)c(=O)n(-c2ccccc2)n1C	11%	4%	-2%	-1%	-1%	-26
44	CN1CCN(CCNC(=O)Nc2ccccc2[N+](=O)[O-])CC1	7%	3%	9%	2%	7%	1
45	Cc1ccccc1CNC(=O)c1ccccc1NC(=O)c1nsc2ccccc12	x	x	-5%	-3%	x	0

Copied from the list.
Cc1ccccc1CNC(=O)c1ccccc1NC(=O)c1nsc2ccccc12 @ Sm TGR inh: -5%
CN1CCN(CCNC(=O)Nc2ccccc2[N+](=O)[O-])CC1 @ AMA1-RON2 inh: 3%
Cc1ccc2cc(CN(CC3CCCO3)S(=O)(=O)c3c(C)ccc4nsnc34)c(=O)[nH]c2c1 (centres undefined) @ HCV inhibitor: -19%

Following part
no.	SMILES	HCV inhibitor	AMA1-RON2 inh	Sm TGR inh	AmpC detergent	FBPA Giardia inh	HCMV inh
46	Cc1c(CCC(=O)N[C@@H](CCCNC(N)=O)C(=O)O)c(=O)oc2cc3oc4c(c3cc12)CCCC4	-9%	18%	3%	-7%	1%	-32
47	COC(=O)c1cccnc1-n1c(=O)c2cccnc2n(Cc2ccc([N+](=O)[O-])cc2)c1=O	0%	-4%	2%	-10%	0%	-33
48	COc1ccc(Cl)cc1NC(=O)COC(=O)c1cc(NS(=O)(=O)c2cccs2)ccc1O	-26%	10%	-16%	-12%	-2%	-15
49	O=[N+]([O-])c1ccc(N/N=C/c2cccnc2)cc1	11µM*	-4%	11%	-10%	-10%	32
50	COc1ccccc1NC(=O)c1ccc(NC(=O)CSc2ncn[nH]2)cc1	18%	-6%	-4%	u	7%	-18
51	Cc1ccc(Cl)cc1N1CCN(C(=O)C2CCC(=O)N(C3CCCCCC3)C2)CC1 (centres undefined)	u	0%	-11%	-3%	x	-25
52	O=C(NC1CCCCC1)c1ccc(-c2ccc(Cl)cc2)o1	u	u	35µM*	1%	x	11
53	CN(C)/C=N/c1cc(=O)[nH]c(=O)n1C	12%	15%	6%	1%	1%&-1%	-11
54	C[C@]12CC[C@H](O)C[C@@H]1CC[C@@H]1[C@@H]2CC[C@]2(C)[C@@H](C(=O)O)C[C@@H]12	13%	12%	2%	u	x	12
55	O=C(CSc1nnc(-c2cccnc2)s1)Nc1ccc(C(=O)O)cc1	24%	-6%[11.6 µM]	-3%	u	9%	5
56	COc1cc(S(=O)(=O)NCc2ccncc2)ccc1Br	u	-15%	-25%	u	-2%	-70*
57	O=C(NCCOc1ccc(F)cc1)C1CCC(=O)N(CCCN2CCOCC2)C1 (centres undefined)	9%	-7%	-2%	-13%	x	0
58	CCn1cc([N+](=O)[O-])c(C(=O)Nc2ccn(Cc3ccccc3F)n2)n1	-12%	2%	2%	-1%	-1%	u
59	CCC(=O)n1nc(-c2cccnc2)nc1NCc1ccc(F)cc1	21%	10%	1%&2%	7%&15%	3%	72&0
60	O=C1OC(CCl)CN1Cc1c(Cl)cccc1Cl (centres undefined)	2%	6%	x	x	x	-10

Part of the list above in order of number of heavy atoms, descending:
no.	SMILES	HCV inhibitor	AMA1-RON2 inh	Sm TGR inh	AmpC detergent	FBPA Giardia inh	HCMV inh
57	O=C(NCCOc1ccc(F)cc1)C1CCC(=O)N(CCCN2CCOCC2)C1 (centres undefined)	9%	-7%	-2%	-13%	x	0
50	COc1ccccc1NC(=O)c1ccc(NC(=O)CSc2ncn[nH]2)cc1	18%	-6%	-4%	u	7%	-18
53	CN(C)/C=N/c1cc(=O)[nH]c(=O)n1C	12%	15%	6%	1%	1%&-1%	-11

The results go on.
no.	SMILES	HCV inhibitor	AMA1-RON2 inh	Sm TGR inh	AmpC detergent	FBPA Giardia inh	HCMV inh
61	Cc1c(Cl)cnc(NC(=O)CSc2nnc3ccccn23)c1Cl	4%	5%	0%	2%	0%	14
62	CCN(CCN1CCCC1)C(=O)C1CCC(=O)N(CCCN2CCOCC2)C1 (centres undefined)	27%	0%	3%	-6%	-2%	-26
63	CNC(=S)N1N=C(c2ccccc2)CC1c1ccc(OC)c(OC)c1 (centres undefined)	0%	-5%	-9%	-11%	9%	14
64	O=C(NN=Cc1ccc(O)cc1)C(=O)NN=Cc1ccc(O)cc1	8%	45%[activator]	x	x	x	-13
65	CC1(C)CC(=O)C(N=Nc2cc(S(=O)(=O)N3CCOCC3)ccc2Cl)=C(O)C1	18%	-1%	10µM*	-2%	-2%	x
66	COc1ccc(CNc2ncnc3c2[nH]c2ccccc23)cc1	5µM*	-27%	2%	5%	-3%	-72*
67	CCN1CCN(C(=O)Cn2c(-c3cccs3)cc3cc(Cl)ccc32)CC1	x	x	1%	3%	x	-30
68	Cc1cccc(NC(=O)c2nc[nH]c2C(=O)N[C@@H](C)C(=O)OC(C)(C)C)c1	0%	104%[activator]	u	5%	u	-35
69	NC1=NC(=O)C(c2ccccc2)(c2ccccc2)S1	20%	17%	x	x	x	-31

Assay outcomes: PubChem BioAssay, National Center for Advancing Translational Sciences (NCATS)
